RGS12 GoLoco inh – RGS12 GoLoco-Gai1 interaction inhibition. P63096. Gai1:RGS12 GoLoco peptide FP, rhodamine, 10 min. Potency, µM (top dose mostly 61.6 µM), for inactives: at the top dose activity, negative = inhibition, most hits filed as inhibitors. 230,000 tested, 0.44% active; active = well fitted inhibition curve with a large enough effect, not every such curve was filed as active; inactive = no such curve, though single readings can be large or run the other way; note: % is set by controls: 0 for no effect and ±100 for the full control effect; nearly all actives have a fitted effect of over 30% in size; many of its hits are not listed in these tables
TRb SRC2 PPI – TRbeta-SRC2 interaction inhibition; 280,000 tested, 0.065% active; Potency, µM (top dose mostly 106 µM), inactives show top-dose activity change, negative = inhibition, most hits filed as inhibitors; TRbeta-SRC2 peptide binding, fluorescence polarization; receptor liganded with 1 µM T3; P10828;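 note: plate controls were bound peptide for no effect and peptide without receptor for full effect; nearly all actives have a fitted effect of over 50% in size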
Target sequence (P10828 whole entry, looked up): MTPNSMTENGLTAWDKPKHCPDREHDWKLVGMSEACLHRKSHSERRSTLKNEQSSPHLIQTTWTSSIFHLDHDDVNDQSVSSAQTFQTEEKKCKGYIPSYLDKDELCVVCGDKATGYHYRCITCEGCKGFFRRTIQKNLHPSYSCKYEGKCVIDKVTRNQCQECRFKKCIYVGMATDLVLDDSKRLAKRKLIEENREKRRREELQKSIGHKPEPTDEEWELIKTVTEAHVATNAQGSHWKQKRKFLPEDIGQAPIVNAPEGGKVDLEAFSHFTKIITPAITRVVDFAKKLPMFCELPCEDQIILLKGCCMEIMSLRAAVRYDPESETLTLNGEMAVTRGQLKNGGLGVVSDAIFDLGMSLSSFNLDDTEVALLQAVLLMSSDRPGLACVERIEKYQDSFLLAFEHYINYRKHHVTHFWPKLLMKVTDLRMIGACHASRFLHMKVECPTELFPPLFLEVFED
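Human TRb LBD (0.6 uM) plus Texas Red-labeled SRC2 peptide (20 nM), 1uM T3, 5% DMSO, 5 hr at ambient temperature. Decreased polarization (555/632 nm) flags inhibition; data normalized to free and bound peptide controls.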
RECQ1 inh – blocks DNA unwinding by human RECQ1; 240,000 tested, 0.54% active; AID 2549; RECQ1 DNA unwinding, red fluorescence kinetic read; P46063; Potency, µM (top dose mostly 57.3 µM), for the others: at the top dose activity, negative = inhibition, actives largely listed as inhibitors;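 note: plate controls were vehicle for no effect and no enzyme for full effect; nearly all actives have a fitted effect of over 30% in size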
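RECQ1T1 50 nM; forked duplex (20 bp + 30-nt ss tails) 200 nM, ATP 2 mM final; pH 8.0, 2 mM MgCl2, 2.5 ug/ml poly(dI-dC); 15 min compound preincubation; discontinuous kinetic read over 2 h at RT.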
SMN2 splice enh – increases expression of the SMN2 splice variant. Potency, µM (series often up to 46.1 µM), without a hit: top-dose activity change, positive = activation, most hits filed as activators. 210,000 tested, 2.8% active. HEK293 SMN2-luciferase splicing reporter, luminescence, 30-36 h. AID 1458; note: % of control where 0% means no effect; nearly all actives have a fitted effect of over 55% in size
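qHTS luciferase splicing reporter: luminescence rises when SMN2 exon 7 is included in transfected HEK293 cells. Compound exposure lasted 30-36 h at 37C, with 4.5 mM final sodium butyrate as control, followed by a ONE-Glo read.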
TR SRC2 fluor cs – counter-screen for TRb-SRC2 inhibitors: fluorescence interference | TRb/SRC2 Texas Red total fluorescence interference | Potency, µM (doses to about 106 µM), for the others: top-dose fluorescence change, negative = quenching | 280,000 tested, 0.29% active; active = well fitted curve in either direction with a large enough effect; inconclusive = small, poorly fitted or top-dose-only effect; note: % is set by controls: 0 for no effect and ±100 for the full control effect
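Human TRβ ligand-binding domain (0.6 uM) and Texas Red SRC2 peptide (20 nM) in Tris buffer with 1 uM T3 and 5% DMSO were incubated with pinned compound for 5 hr at ambient temperature. Total fluorescence was computed as S + 2P (555/632 nm).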
KDM4E inh – blocks human JMJD2E demethylase activity; B2RXH2; 230,000 tested, 1.6% active; JMJD2E catalytic domain, FDH-coupled NADH fluorescence (FDH is formaldehyde dehydrogenase); AID 2147; Potency, µM (titrated, usually from 57.1 µM), for the others: at the top dose activity change, negative = inhibition, usual class: inhibitors; active = well fitted inhibition curve with a large enough effect, not every such curve was filed as active; inconclusive = small, poorly fitted or top-dose-only effect, or another doubt; inactive = no such curve, though single readings can be large or run the other way;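 note: 0% = wells with enzyme and -100% = buffer wells without enzyme; nearly all actives have a fitted effect of over 50% in size; many of its hits are not listed in these tables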
ALDH1A1 inh – blocks purified human ALDH1A1 activity | P00352 | Purified ALDH1A1, NADH fluorescence, propionaldehyde substrate | Potency, µM (titrated, usually from 75.3 µM), for the others: top-dose activity, negative = inhibition, hits mostly inhibitors | 220,000 tested, 7.3% active; active = well fitted inhibition curve with a large enough effect, not every such curve was filed as active; inconclusive = small, poorly fitted or top-dose-only effect, or another doubt; inactive = no such curve, though single readings can be large or run the other way;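 note: plate controls were no enzyme wells and a reference inhibitor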
Target sequence (P00352 whole entry, looked up): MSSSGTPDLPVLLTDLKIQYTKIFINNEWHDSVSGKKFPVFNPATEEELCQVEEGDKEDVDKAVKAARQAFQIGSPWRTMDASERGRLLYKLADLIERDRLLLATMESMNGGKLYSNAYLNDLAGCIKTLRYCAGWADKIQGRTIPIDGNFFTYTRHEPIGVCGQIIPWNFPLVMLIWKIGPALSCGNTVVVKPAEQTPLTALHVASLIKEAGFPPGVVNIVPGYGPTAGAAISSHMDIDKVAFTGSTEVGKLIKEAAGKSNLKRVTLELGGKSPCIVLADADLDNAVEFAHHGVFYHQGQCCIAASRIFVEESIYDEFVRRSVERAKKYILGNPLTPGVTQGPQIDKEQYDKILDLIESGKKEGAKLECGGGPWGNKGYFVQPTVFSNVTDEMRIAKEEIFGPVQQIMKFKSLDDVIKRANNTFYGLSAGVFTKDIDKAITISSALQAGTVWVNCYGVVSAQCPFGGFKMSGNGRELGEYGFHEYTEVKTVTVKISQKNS
Lamin A splicing – LMNA splicing modulation; HeLa LMNA splicing GFP/RFP minigene ratio, 48 h; Potency, µM (series often up to 46.1 µM), inactives show at the top dose ratio change, negative = inhibition, most hits filed as inhibitors; 200,000 tested, 0.01% active; AID 1487; active = well fitted inhibition curve with a large enough effect in the signal ratio, with a control signal flat, not every such curve was filed as active; inconclusive = small, poorly fitted or top-dose-only effect, or effect the other way, or a change in a side signal; the % refers to the signal ratio; note: % is set by controls: 0 for no effect and ±100 for the full control effect
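Read-out is the ratio of GFP to DsRed2 object intensity, acquired by 488 nm laser-scanning cytometry on HeLa lamin A-EGFP minigene reporter cells. Compound incubation 48 hrs at 37 °C in Opti-MEM with 2% FBS; DMSO 0.5% final.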
Active calls of the source: *; i = inactive; ? = inconclusive; nt = no result given; [ ] = remark or other dose. Unless noted, calls come from the whole dose curve; as a rule, active = well fitted curve in the direction sought with a large enough effect; inconclusive = small, poorly fitted or top-dose-only effect, or another doubt; inactive = no such curve, though single readings can be large; an effect the other way counts as inactive or inconclusive. Potency is the fitted concentration of half-maximal effect.

Compound	RGS12 GoLoco inh	TRb SRC2 PPI	RECQ1 inh	SMN2 splice enh	TR SRC2 fluor cs	KDM4E inh	ALDH1A1 inh	Lamin A splicing
COC(=O)C1CCN(C(=O)c2cc(=O)[nH]c3ccccc23)CC1	-1%	4%	-2%	4%	-3%	?	?	-9%[46 µM]
CCOC(=O)CN1CC23C=CC(O2)C(C(=O)Nc2ccc(C(C)=O)cc2)C3C1=O (stereo not drawn)	6%	1%	i	16%	1%	7%	10%	-9%
Cc1cccn2c(=O)c3cc(C(=O)NC(C)C)c(=N)n(Cc4ccncc4)c3nc12	0%	-5%	-15%	-4%	-4%	?	?	10%
Cc1cc(=O)[nH]c(SCC(=O)Nc2ccc(Br)cn2)n1	-2%	-10%	1%	-10%	-6%	0%	2%	-5%
COc1cc(C(=O)N2CCc3ccccc32)ccc1OCc1c(C)noc1C	-10%	4%	i	nt	0%	2%	nt	nt
COc1ccc2c(c1)CC(=O)NC=C2	-3%	2%	-3%	nt	-6%	1%	-1%	nt
COc1cc(NC(=O)CN(c2cc(C)cc(C)c2)S(=O)(=O)c2c(C)noc2C)cc(OC)c1	4%	10%	-6%	-1%	-2%	-5%	8%	-15%
COc1ccc(NC(=O)C2CCN(C(=O)NC3CCCCC3)CC2)c(OC)c1	5%	-5%	-9%	-1%	1%	1%	16%	4%
CCOC(=O)Oc1ccc2c(=O)c(Oc3cccc(C)c3)coc2c1	-1%	-1%	-9%	2%	-4%	?	-3%	5%
COc1cccc(-c2ccc3ncnc(N(C)Cc4ccco4)c3c2)c1	6%	nt	9%	nt	nt	nt	?	?
COCCn1c(C)cc(C2=NNC(=Nc3ccc(OC)cc3)SC2)c1C	20%	8%	-6%	11%	1%	?	10µM*	3%
CCC(C)NC(=O)CNS(=O)(=O)c1ccc(C)cc1 (stereo not drawn)	-4%	16%	6%	-19%	1%	9%	-9%	-8%
CC(=O)Nc1cccc(C(=O)/C=C/c2ccc[nH]2)c1	11%	0%	i	nt	-3%	-8%	nt	nt
O=C(O)C12C[C@H]3C[C@@H](C1)CC(n1ncc(N4CCN(c5ccccc5)CC4)c(Cl)c1=O)(C3)C2	7%	11%	-3%	-3%[1.84 µM]	-1%	0%	1.3µM*	-14%
CCOC(=O)CSc1nc(C)cc(C)c1C(N)=O	2%	0%	0%	17%	0%	0%	7%	nt
COC(=O)CCN(C(=O)c1ccc(Cl)c([N+](=O)[O-])c1)c1ccccn1	11%	1%	-8%	nt	-2%	-3%	nt	nt
NC12NC(=O)C3(O)C4C5CC(C6C5C3C61)C42 (stereo not drawn)	-45%	3%	-2%	nt	-1%	3%	2%	nt
COc1cc(/C=N/N(C)S(=O)(=O)c2ccc(C)cc2)cc([N+](=O)[O-])c1O	-16%	-3%	-1%	nt	-6%	-3%	nt	nt
O=C(NC(=S)Nc1ccccc1N1CCOCC1)c1ccc(-c2cc(Cl)ccc2Cl)o1	11%	1%	-4%	1%	2%	-2%	?	?
Cc1ccc(N(C(=O)Cn2nnc3ccccc32)C(C(=O)NC2CCCCC2)c2cn(C)nc2C)cc1 (stereo not drawn)	8%	3%	-14%	9%	2%	6%	9%	11%
CSc1c(C#N)c(N)c(C#N)c2c1COC(C)(C)C2	11%	-10%	-5%	21%	-2%	?	?	0%
Cc1nnc(SCC(=O)Nc2ccc(-c3nc4ccccc4s3)cc2)s1	5%	6%	-5%	1.3µM*	2%	?	?	-7%
CCCN1C2CCCC1CC(NC(=O)c1cc(OC)c(OC)c(OC)c1)C2 (stereo not drawn)	4%	-7%	0%	10%	0%	0%	-8%	-4%
O=C(CSc1nnc(-c2cccnc2)n1C1CCCCC1)NC1CCCCC1	0%	-2%	i	2%	-6%	0%	1%	11%
COC(=O)C1CCN(S(=O)(=O)c2cn(C)c(=O)n(C)c2=O)CC1	2%	-17%	-3%	6%	-3%	7%	7%	-9%

The list continues.
Compound	RGS12 GoLoco inh	TRb SRC2 PPI	RECQ1 inh	SMN2 splice enh	TR SRC2 fluor cs	KDM4E inh	ALDH1A1 inh	Lamin A splicing
O=C(NCC1CCCO1)C1CCN(C(=O)c2ccc(Br)cc2)CC1 (stereo not drawn)	-2%	-9%	-1%	-13%	0%	-4%	8%	-6%
O=C(C1=C[C@@H](c2coc3ccccc3c2=O)C[C@@H](OCCCCO)O1)N1CCN(Cc2ccc3c(c2)OCO3)CC1	-11%	-6%	13%	nt	0%	4%	?	nt
CCCCC(=O)NC(Nc1cc(C)ccn1)(C(=O)OCC)C(F)(F)F (stereo not drawn)	2%	6%	-1%	-5%	0%	-1%	4%	6%
CCOC(=O)C1CCN(CC(=O)N2C(C)CCCC2C)CC1 (stereo not drawn)	-20%	-2%	-1%	-30%[inhibitor]	-3%	?	11µM*	-7%
CCOc1ncccc1C(=O)N1CCN(c2cccc(C)c2C)CC1	14%	-6%	-9%	-27%	-2%	-7%	6%	nt
COc1cc(/C=N/NC(=O)c2ccc3nc[nH]c3c2)cc(OC)c1OC	9%	2%	-6%	nt	-4%	5%	-3%	nt
CCOC(=O)N1CCC(N2C(=O)c3ccccc3C2Nc2ccc(S(=O)(=O)N3CCCCC3)cc2)CC1 (stereo not drawn)	5%	3%	i	-2%	-1%	3%	25µM*	?
O=C(c1cc(Cl)cc(Cl)c1)N1CCOCC1	-29%	-8%	-3%	23%	0%	-11%	-1%	11%
COC(=O)C(C)NC(=O)C12CC3CC(CC(C3)C1)C2 (stereo not drawn)	5%	-9%	0%	-3%	-1%	-3%	3%	3%
Cc1ccccc1NC(=O)c1ccc(CN2CCC(Cc3ccccc3)CC2)cc1	-2%	0%	7%	-56%[inhibitor]	-2%	-7%	-2%	7%
Cc1[nH]n(-c2ccccc2)c(=O)c1C=NCc1ccco1	0%	-4%	i	11µM*	1%	7%	2%	-2%[46 µM]
COc1cccc(C(=O)Nc2ccc(NC(=O)c3ccco3)c(Cl)c2)c1	6%	1%	-7%	-20%	-3%	?	?	nt
COC(=O)c1cc(NC(=O)c2ccc(OC)cc2)c(=O)oc1C	27%	27%	i	-5%	4%	-4%	2%	6%[46 µM]
CCOc1ccc(N2C(=O)S/C(=C\c3ccc(O)c(OCC)c3)C2=O)cc1	3%	-2%	0%	nt	-1%	12%	nt	nt
CC(C)=CCc1c2c(c3occ(-c4ccc(O)c(O)c4)c(=O)c3c1O)C=CC(C)(C)O2	2%[14.2 µM]	5%	-3%	-5%[9.22 µM]	0%	?	5%[13.5 µM]	nt
COCCCNC(=O)COc1ccc(S(=O)(=O)Nc2ccccc2)cc1	6%	-20%	-6%	?	-4%	-2%	6%	-8%
COc1ccc(CCn2c(NCCCN3CCOCC3)nc3c2c(=O)[nH]c(=O)n3C)cc1	4%	-1%	-2%	0%	-3%	-4%	4%	-6%
O=c1[nH]c2ccc(Cl)cc2c(-c2ccccc2)c1SC(=S)N1CCOCC1	5%	-11%	-7%	?	2%	-8%	8.9µM*	12%
Cn1c(=O)c2cc(S(=O)(=O)NCCC(=O)NCCc3ccc(Cl)cc3)ccc2n(C)c1=O	2%	4%	-5%	-12%	4%	-5%	10%	27%

Profiles, quoted from the list:
Shown for COCCCNC(=O)COc1ccc(S(=O)(=O)Nc2ccccc2)cc1 = RGS12 GoLoco inh = 6%; TRb SRC2 PPI = -20%; RECQ1 inh = -6%; SMN2 splice enh = ?; TR SRC2 fluor cs = -4%; KDM4E inh = -2%; ALDH1A1 inh = 6%; Lamin A splicing = -8%
Shown for COc1cccc(C(=O)Nc2ccc(NC(=O)c3ccco3)c(Cl)c2)c1 = RGS12 GoLoco inh = 6%; TRb SRC2 PPI = 1%; RECQ1 inh = -7%; SMN2 splice enh = -20%; TR SRC2 fluor cs = -3%; KDM4E inh = ?; ALDH1A1 inh = ?; Lamin A splicing = nt

2 entries from above in a different format:
Value order – RGS12 GoLoco inh	TRb SRC2 PPI	RECQ1 inh	SMN2 splice enh	TR SRC2 fluor cs	KDM4E inh	ALDH1A1 inh	Lamin A splicing
O=C(C1=C[C@@H](c2coc3ccccc3c2=O)C[C@@H](OCCCCO)O1)N1CCN(Cc2ccc3c(c2)OCO3)CC1
 : -11%	-6%	13%	nt	0%	4%	?	nt
CCCCC(=O)NC(Nc1cc(C)ccn1)(C(=O)OCC)C(F)(F)F (stereo not drawn)
 : 2%	6%	-1%	-5%	0%	-1%	4%	6%

Compound activity (PubChem)

The list is partial; the hit share may differ from the screen's.
